High-throughput results as filed in PubChem.
M18AAP inhibitor – PfM18AAP inhibitors, malaria aminopeptidase, primary screen, biochemical, QFRET, recombinant enzyme | M18 aspartyl aminopeptidase (Plasmodium falciparum 3D7) | H-Glu-NHMec fluorogenic cleavage | inhibition, % at 7.35 µM | 290,000 compounds, 1.2% hits | AID 1822, 2009;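 active means inhibition above the campaign mean inhibition over all tested compounds plus 3 SD, cut at about 28% in these data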;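 further: 0% = plate median of test compound wells and 100% = 2 mM ZnCl2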
IMP-1 inhibitor – IMP-1 metallo-beta-lactamase inhibitors, primary screen, biochemical, epi-absorbance readout, Pseudomonas aeruginosa enzyme; metallo-beta-lactamase IMP-1 (Pseudomonas aeruginosa); inhibition, % at 5.6 µM; AID 1556, 2009; 290,000 compounds, 0.45% hits; purified IMP-1, nitrocefin hydrolysis, epi-absorbance fluorescence;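 active means inhibition above the mean plus 3 SD of all compounds in the same screening run, cut at about 4.5% in these data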;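 further: 0% = IMP-1 with DMSO and 100% = DMSO wells lacking enzyme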
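Assay system: purified IMP-1; Quantity: IMP-1 0.2 nM before substrate addition; Medium: HEPES buffer pH 7.1 with ZnSO4 and Brij 35; Incubation: 15 min enzyme–compound preincubation, then 25 min nitrocefin reaction, 25 °C; Signal: fluorescence quenching readout, ex 480/em 530 nm; Controls: DMSO with and without IMP-1; Repeats: singlicate testing.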
IDE cell activ – human IDE activators in live cells, primary screen, fluorescence polarization, HEK cells, FAbeta-B substrate; Insulin-degrading enzyme (Homo sapiens), P14735; FAbeta-B cleavage; 0% vehicle, 100% cell-free pure enzyme wells; activation, % at 5.96 µM; 340,000 compounds, 0.073% hits;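 active means activation above the mean of all tested compounds plus 3 SD, set per screening campaign, cut at about 17% in these data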
pCIP destab – p/CIP-EGFP fusion destabilizers, primary screen, fluorescence, F442A cells; decrease of EGFP signal, % at 10 µM; 290,000 compounds, 0.01% hits; 16 h;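 active means EGFP signal decrease of at least 30% at 10 µM or well 3 SD below plate mean, unless failing retest; inactive means the rest, including hits failing retest or dose response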; further: some compounds called inactive have numbers as strong as hits; many of its hits are not listed in these tables
Target sequence (Q05BA5 1-1403): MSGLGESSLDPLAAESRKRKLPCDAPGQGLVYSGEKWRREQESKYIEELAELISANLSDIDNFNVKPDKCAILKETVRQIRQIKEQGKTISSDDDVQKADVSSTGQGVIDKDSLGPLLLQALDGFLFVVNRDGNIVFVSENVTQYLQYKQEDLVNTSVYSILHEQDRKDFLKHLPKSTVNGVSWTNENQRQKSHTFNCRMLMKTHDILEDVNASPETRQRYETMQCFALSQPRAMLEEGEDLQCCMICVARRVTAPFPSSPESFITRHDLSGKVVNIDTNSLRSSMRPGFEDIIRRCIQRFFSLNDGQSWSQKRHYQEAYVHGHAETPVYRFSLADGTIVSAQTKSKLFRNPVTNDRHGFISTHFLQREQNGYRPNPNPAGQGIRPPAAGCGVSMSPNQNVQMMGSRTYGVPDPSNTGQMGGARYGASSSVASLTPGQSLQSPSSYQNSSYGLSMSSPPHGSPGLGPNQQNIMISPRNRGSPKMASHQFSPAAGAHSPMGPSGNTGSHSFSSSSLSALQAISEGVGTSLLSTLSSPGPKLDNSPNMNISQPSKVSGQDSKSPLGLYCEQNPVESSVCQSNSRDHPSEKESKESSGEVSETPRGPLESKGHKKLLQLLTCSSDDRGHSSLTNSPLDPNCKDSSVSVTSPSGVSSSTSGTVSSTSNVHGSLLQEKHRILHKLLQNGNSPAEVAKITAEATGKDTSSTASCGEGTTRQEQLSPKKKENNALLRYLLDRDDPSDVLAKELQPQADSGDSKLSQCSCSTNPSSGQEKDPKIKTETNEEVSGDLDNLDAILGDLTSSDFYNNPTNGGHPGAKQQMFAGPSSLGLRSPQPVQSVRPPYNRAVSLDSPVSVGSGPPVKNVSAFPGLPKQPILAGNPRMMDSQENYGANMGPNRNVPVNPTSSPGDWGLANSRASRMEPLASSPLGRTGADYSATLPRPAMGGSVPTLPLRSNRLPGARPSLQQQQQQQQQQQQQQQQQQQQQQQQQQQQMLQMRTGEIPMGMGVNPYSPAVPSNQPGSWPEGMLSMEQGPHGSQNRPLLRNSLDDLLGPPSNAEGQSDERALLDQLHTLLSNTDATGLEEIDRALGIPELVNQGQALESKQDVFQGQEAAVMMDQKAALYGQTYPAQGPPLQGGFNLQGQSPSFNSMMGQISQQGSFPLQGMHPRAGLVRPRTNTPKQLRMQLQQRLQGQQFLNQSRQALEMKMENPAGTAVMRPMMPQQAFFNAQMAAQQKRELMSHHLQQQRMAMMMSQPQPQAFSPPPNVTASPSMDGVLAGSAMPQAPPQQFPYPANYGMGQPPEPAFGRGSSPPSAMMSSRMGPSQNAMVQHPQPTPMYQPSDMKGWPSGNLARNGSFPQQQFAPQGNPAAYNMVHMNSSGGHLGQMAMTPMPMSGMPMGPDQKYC
PHOSPHO1 inh – PubChem AID 1565; Phosphoethanolamine/phosphocholine phosphatase (Homo sapiens), Q8TCT1; recombinant PHOSPHO1, absorbance phosphatase assay; 290,000 compounds, 1.1% hits; inhibition, % at 13.3 µM; in the data active means inhibition above about 60%
IDE cell inh – human IDE inhibitors in live cells, primary screen, fluorescence polarization, HEK cells, FAbetaB substrate | FAbetaB cleavage | inhibition, % at 5.59 µM | 320,000 compounds, 0.41% hits | Insulin-degrading enzyme (Homo sapiens), P14735 | AID 434962, 2010;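 active means percent inhibition above the average of all tested compounds plus 3 SD, set per screening campaign, cut at about 16% in these data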;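 further: IDE supplied by intact live HEK cells; FP after avidin binding of uncleaved biotin substrate so inhibition keeps polarization high; 0% = DMSO wells and 100% = 60 µM reference IDE inhibitor Ii1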
GPR7 antag – GPR7 receptor antagonists, primary screen, cell-based, fluorescence, single concentration. AID 1861, 2009. 290,000 compounds, 1.1% hits. GPR7-expressing cells, fluorescence antagonist assay. inhibition, % at 4.4 µM. Neuropeptides B/W receptor type 1 (Homo sapiens), P48145; in the data active means inhibition above about 16%, passing the limit was not always enough;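 further: cells stimulated with the agonist NPW; 0% = agonist with vehicle and 100% = vehicle without agonist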
NALP1 inh – NALP1 inflammasome inhibitors in reconstituted yeast, colorimetric, S. cerevisiae, triplicate retest. inhibition, % at 10 µM. AID 2071, 2009. 280,000 compounds, 0.61% hits. S. cerevisiae NALP1/ASC/caspase-1 growth, X-gal OD620, 72 h; in the data active means inhibition mostly above about 24%, no sharp cut-off; inactive means mostly below about 32%; further: some compounds called inactive have numbers as strong as hits
VIM-2 inh – VIM-2 metallo-beta-lactamase inhibitors, primary screen, biochemical, epi-absorbance readout, Pseudomonas aeruginosa enzyme; purified VIM-2, nitrocefin hydrolysis, epi-absorbance fluorescence; inhibition, % at 5.6 µM; 290,000 compounds, 0.89% hits;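 active means inhibition above the mean of all tested compounds plus 3 SD, cutoff set per screening run, cut at about 7.5% in these data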;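 further: red hydrolysis product quenches plate fluorescence so inhibitors raise well fluorescence; 0% = enzyme with DMSO and 100% = DMSO without enzyme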
An asterisk follows results filed as active; nt = no result given.

SMILES | M18AAP inhibitor | IMP-1 inhibitor | IDE cell activ | pCIP destab | PHOSPHO1 inh | IDE cell inh | GPR7 antag | NALP1 inh | VIM-2 inh
CCOC(=O)N1CCN(C(=S)NC(=O)c2ccc(F)c(F)c2)CC1 | 0 | -1.2 | -3 | -3 | 9 | 12 | -6 | 1 | -5.3
Cc1c(C)n(C)c2ccc(C(=O)NCCCN3CCOCC3)cc12 | -5 | 1.1 | 3 | -8 | 24 | 1 | -9 | 21 | 2.6
O=C(COc1ccc2c(c1)OCO2)Nc1ccccc1F | -6 | -2.8 | 0 | 5 | 32 | 0 | -1 | 9 | -4.0
COc1ccc(CCNc2nc(-c3ccc(NC(C)=O)cc3)cs2)cc1OC | 1 | -2.2 | -5 | 2 | 4 | 2 | -6 | -3 | -0.8
COc1cc(/C=C2/C(=N)N3C(=NC2=O)SN=C3S(C)(=O)=O)ccc1OS(=O)(=O)c1ccccc1 | 10 | -2.5 | nt | 8 | 17 | 3 | 7 | -4 | -1.4
CCOC(=O)Cc1[nH]nc2c1C(c1ccsc1)C(C#N)=C(N)O2 (centres undefined) | -7 | -1.5 | 4 | -7 | 19 | -2 | -7 | 1 | 0.2
CC(C)C(NC(=O)Cc1ccccc1[N+](=O)[O-])C(C)C | -4 | -0.6 | 1 | -15 | -2 | 5 | 1 | 24 | 1.5
CCCCn1c(-c2ccco2)nc2oc3ccccc3c(=O)c2c1=O | -17 | 0.8 | -2 | 5 | 34 | 3 | -6 | 9 | 1.7
COc1ccc(C(=O)N/C(=C/c2ccco2)C(=O)N2CCCCCC2)cc1 | -1 | -1.9 | -8 | -7 | 11 | 5 | 1 | 9 | -3.1
COC(=O)Sc1nnc(-c2ccc(Br)cc2)o1 | 15 | -5.9 | nt | 4 | 52 | -6 | -12 | 36 | -6.3
CN(C)C(CNC(=O)CCCOc1ccccc1)c1ccco1 (centres undefined) | 9 | -0.2 | 3 | -3 | 1 | -4 | -7 | 51 | -0.7
Brc1ccccc1OCCN1CCOCC1 | 0 | 0.3 | 10 | -4 | 24 | -5 | -15 | 9 | -1.9
CCOc1ccccc1NC(=O)/C=C/c1ccccc1[N+](=O)[O-] | -3 | -3.1 | 1 | -3 | -28 | 9 | 11 | 29 | -1.2
CCn1c2ccccc2c2cc(CN3CCN(S(C)(=O)=O)CC3)ccc21 | -13 | 0.7 | 2 | -4 | -4 | 4 | 11 | 14 | -1.4
Cc1ccc(Cl)cc1NS(=O)(=O)c1ccc2c(c1)NC(=O)C(C)C(=O)N2 (centres undefined) | -5 | -0.4 | 1 | -2 | 33 | 9 | -1 | -52 | -1.2
CCN(CC)S(=O)(=O)c1ccc(C)c(NC(=O)CSc2ncc(C(F)(F)F)cc2Cl)c1 | -1 | -1.9 | -6 | -13 | 14 | 2 | -6 | 39 | -1.4
Cc1nc(N2CCCCC2C)c2c(C)c(C(=O)Nc3cccc(C(F)(F)F)c3)sc2n1 (centres undefined) | -1 | -3.1 | 5 | -8 | -26 | -2 | 2 | 14 | -5.6
Cc1ccc(N(CC(=O)NC2CCCCC2)S(=O)(=O)c2cccs2)cc1 | 7 | -3.4 | 7 | -2 | 28 | 0 | 15 | 0 | -5.2
CCOC(=O)c1nnn(-c2nonc2N)c1CSc1ccccn1 | 1 | -2.8 | -2 | 0 | -6 | 3 | 8 | 3 | -1.3
CCCCN(CCCC)C(=O)c1cc2ccccc2c(=O)o1 | 3 | -2.2 | 1 | -6 | -7 | 2 | -5 | 17 | -3.5

Part of the list above, with the structure last:
M18AAP inhibitor	IMP-1 inhibitor	IDE cell activ	pCIP destab	PHOSPHO1 inh	IDE cell inh	GPR7 antag	NALP1 inh	VIM-2 inh	smiles
0	0.3	10	-4	24	-5	-15	9	-1.9	Brc1ccccc1OCCN1CCOCC1
-3	-3.1	1	-3	-28	9	11	29	-1.2	CCOc1ccccc1NC(=O)/C=C/c1ccccc1[N+](=O)[O-]
-13	0.7	2	-4	-4	4	11	14	-1.4	CCn1c2ccccc2c2cc(CN3CCN(S(C)(=O)=O)CC3)ccc21
-5	-0.4	1	-2	33	9	-1	-52	-1.2	Cc1ccc(Cl)cc1NS(=O)(=O)c1ccc2c(c1)NC(=O)C(C)C(=O)N2 (centres undefined)
-1	-1.9	-6	-13	14	2	-6	39	-1.4	CCN(CC)S(=O)(=O)c1ccc(C)c(NC(=O)CSc2ncc(C(F)(F)F)cc2Cl)c1
-1	-3.1	5	-8	-26	-2	2	14	-5.6	Cc1nc(N2CCCCC2C)c2c(C)c(C(=O)Nc3cccc(C(F)(F)F)c3)sc2n1 (centres undefined)
7	-3.4	7	-2	28	0	15	0	-5.2	Cc1ccc(N(CC(=O)NC2CCCCC2)S(=O)(=O)c2cccs2)cc1
1	-2.8	-2	0	-6	3	8	3	-1.3	CCOC(=O)c1nnn(-c2nonc2N)c1CSc1ccccn1
3	-2.2	1	-6	-7	2	-5	17	-3.5	CCCCN(CCCC)C(=O)c1cc2ccccc2c(=O)o1

The list continues.
SMILES | M18AAP inhibitor | IMP-1 inhibitor | IDE cell activ | pCIP destab | PHOSPHO1 inh | IDE cell inh | GPR7 antag | NALP1 inh | VIM-2 inh
O=C(CN1C(=O)C2CCCCC2C1=O)Nc1ccccc1C(=O)O (centres undefined) | -3 | -4.9 | -4 | -2 | 31 | -2 | -9 | 7 | -0.2
COC(=O)CNC(=O)c1ccccc1C | 8 | -4.6 | 5 | 3 | -7 | -1 | -6 | -3 | -2.1
CCNC(=S)Nc1ccc(Cl)c(C(F)(F)F)c1 | -10 | -4.5 | 2 | 2 | 18 | 0 | -8 | 33 | 0.0
CCOCCN1CCN(c2c3c(nc4cc(-c5ccc(F)cc5)nn24)CCC3)CC1 | -6 | -1.6 | 1 | -9 | -10 | nt | -4 | 32 | 0.1
CN(C(=O)COC(=O)c1cc([N+](=O)[O-])ccc1N1CCCC1)C1CCS(=O)(=O)C1 (centres undefined) | 7 | -2.9 | 5 | 3 | 28 | 0 | -3 | -10 | -1.5
O=C(/C=C/c1ccc(O)c(O)c1)OC(Cc1ccc(O)c(O)c1)C(=O)O (centres undefined) | 89* | -1.4 | 4 | -4 | 3 | 1 | -6 | 4 | -1.9
CC(C)c1ccc(O)c(NC(=O)c2ncn[nH]2)c1 | 29* | -4.4 | 2 | 4 | 10 | 7 | 0 | 2 | -2.0
CC(C)CNC(=S)Nc1ccc(Oc2ccccc2)cc1 | -1 | -2.8 | 0 | -8 | -39 | -3 | 4 | 32 | -2.5
COCc1c(N)c(C)nc(Cl)c1C#N | -12 | -1.2 | 4 | -6 | -8 | 1 | -12 | -23 | -0.3
NC(=O)c1ccccc1NS(=O)(=O)c1ccccc1 | -21 | -2.9 | 5 | -4 | -34 | -1 | -7 | 10 | -2.3
CC(CC(=O)Nc1nc2ccccc2[nH]1)n1ccnc1 (centres undefined) | -12 | -2.5 | -4 | 10 | 3 | -4 | -7 | -13 | -0.5
COc1cccc(C(=O)Nc2ccc(NC(=O)c3cc4ccccc4o3)c(OC)c2)c1 | 3 | -2.3 | -5 | -1 | -2 | 3 | -16 | 24 | -2.7
Cc1ccc(C2C=C(c3ccc4c(c3)OCO4)Nc3ncnn32)cc1 (centres undefined) | 15 | -1.9 | 3 | 1 | -16 | 1 | -6 | -4 | -1.9
O=C(CCN1c2ccccc2Sc2ccccc21)OCC(=O)N1CCN(C(=O)c2ccco2)CC1 | 10 | -4.0 | 7 | -5 | 14 | -7 | -13 | 11 | -5.1
O=C(N/N=C/c1cc([N+](=O)[O-])ccc1O)c1cccc2ccccc12 | 12 | 3.0 | 2 | 12 | -5 | -3 | 27* | -2 | 1.0
O=C(COc1ccc(Br)cc1F)NC1CCN(Cc2ccccc2)CC1 | -2 | -3.8 | 8 | 1 | 19 | 3 | 2 | 6 | -2.1
O=C1NC2(CCCCC2)Cc2ccccc21 | -6 | -3.0 | -2 | -3 | 7 | 3 | -5 | -8 | -0.2
Cn1nc(C(F)(F)F)c(/C=N/OC(=O)c2ccccc2)c1SCc1ccccc1Cl | 2 | 1.2 | 3 | 12 | -7 | 1 | -6 | -12 | 1.1
COc1cc(Cl)ccc1OCc1cc(C(=O)NC(C)Cc2cccnc2)no1 (centres undefined) | -5 | 1.6 | 3 | -3 | 9 | 7 | 0 | 9 | -0.6
O=C(Nc1ccc2c(c1)OCO2)C(c1ccc(Cl)cc1)N1CCC2(CC1)OCCO2 (centres undefined) | 3 | -1.2 | 0 | 7 | 5 | -1 | -1 | 8 | -2.6
C/C(CC(=O)NCc1ccc(Cl)cc1)=N\NC(=O)Cc1ccccc1 | -3 | -2.5 | 1 | 7 | 21 | 6 | -4 | 20 | -4.4
Cn1c(SCC(=O)N(Cc2ccccc2)C(C)(C)C)nc2ccccc21 | -11 | -6.2 | 5 | -2 | 11 | 2 | -8 | -3 | -2.8
CC1=CC(C)(C)NC(=O)N1c1ccc(C)cc1 | -2 | -2.8 | 5 | -1 | -3 | -2 | 5 | 1 | 0.2
COc1ccc(N2CCN(C(=O)CSc3ccccc3N)CC2)cc1 | -1 | -0.3 | -5 | -5 | 26 | -3 | -6 | -11 | 2.1
O=C(Nc1ccc(C(=O)O)cc1)/C(=C/c1cccc(Br)c1)NC(=O)c1ccco1 | -7 | -2.9 | 3 | -1 | -16 | -3 | -10 | 11 | 0.2
CCn1c2c(c(C)cc1=O)C(=O)CC(C)(C)C2 | -7 | -3.4 | -1 | -7 | 7 | -7 | 1 | 20 | -1.6
Cc1ccc(C(c2c(C)[nH][nH]c2=O)c2c(C)[nH][nH]c2=O)cc1 | 25 | -3.8 | 4 | -2 | 31 | 1 | -16 | 1 | -2.4
COc1cc(CNn2cnnc2)ccc1OCC(=O)NC1CCCCC1 | -19 | -2.9 | 0 | 2 | 14 | 0 | 4 | -1 | 0.3
Cc1ccc(N2C(=O)[C@@H]3C(c4ccc(F)cc4)=NO[C@@H]3C2=O)cc1 | 0 | -3.4 | -2 | -8 | -8 | 2 | -5 | 13 | -0.8
COc1ccc(-c2cc(C(=O)Nc3ccc(O)cc3)c3ccccc3n2)cc1OC | 3 | -2.6 | 4 | -6 | 42 | 2 | -1 | nt | -2.8
CCCN1Cc2cccc(C(=O)NCCCOC(C)C)c2C1=O | 5 | -0.9 | 9 | -5 | -36 | 1 | -5 | 9 | -0.4
COC(=O)c1ccccc1NC(=O)CCS(=O)(=O)c1ccc(Br)s1 | 2 | 0.9 | 5 | -9 | -4 | 13 | -1 | 16 | 0.4
